ABCB1 inh = ABCB1 efflux pump inhibitors, primary screen, cell-based, multiplex, flow cytometry, ABCG2 counter-screen | ATP-dependent translocase ABCB1 (Homo sapiens), P08183 | inhibition, % at 6.6 µM | 190,000 compounds, 0.067% hits | CCRF-Adr cells, JC-1 efflux | AID 1326, 2008; in the data active means inhibition above about 40%;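 further: 0% = vehicle and 100% = reference inhibitor; higher value means more JC-1 retained so stronger ABCB1 efflux block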
Rac1 wt modul = wildtype Rac1 GTP binding modulators, primary screen, biochemical, GST-Rac1 beads, flow cytometry, multiplex. GTP binding activity (% of control), % at 10 µM. AID 757, 2007. fluorescent GTP binding; actives lie on both sides; 0 = cold GTP competed, 100 = untreated. 190,000 compounds, 0.27% hits. Ras-related C3 botulinum toxin substrate 1 (Homo sapiens), P63000;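 active means GTP binding activity at least 20 points away from the 100% control level, either lower or higher; inconclusive means compound flagged as likely green fluorescent, judged across all proteins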
Avidin bead fluor = green autofluorescence of compounds with avidin beads – biophysical, 488/530 nm, flow cytometry, artefact control, profiling panel. fluorescence (KMESF) at 10 µM. 220,000 compounds, 0.38% hits. compound fluorescence 488/530 nm; active compounds read high; in the data active means fluorescence above about 47; further: inactives centre near 10
Rab7 wt GTP bind = modulators of GTP binding to Rab7, primary screen, biochemical, wildtype, multiplex bead flow cytometry | Rab7 GTPase wild type (dog), Bodipy-FL-GTP binding | GST-Rab7 beads, fluorescent GTP binding; actives lie on both sides; untreated = 100%, excess cold GTP = 0% | GTP binding activity (percent of control), % at 10 µM | 190,000 compounds, 0.055% hits | AID 758, 2007;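 active means fluorescent GTP binding to Rab7 beads changed by at least 20 points from the 100% baseline, either direction, mostly lower; inconclusive means compound itself probably fluorescent, or too few beads counted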;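 further: median green fluorescence of bound Bodipy-FL-GTP per Rab7 bead population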
HRas wt GTP = modulators of GTP binding to HRas wildtype, primary screen, biochemical, bead-based flow cytometry, multiplex | 190,000 compounds, 0.14% hits | GTP binding activity, % at 10 µM | AID 759, 2007 | GST-Ras wt beads, Bodipy-FL-GTP binding; actives lie on both sides;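 active means GTP binding activity at least 20% away from the 100% baseline, either lowered as inhibitor or raised as activator; inconclusive means flagged as likely green fluorescent, judged across all proteins in the well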;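 further: 0% = unlabeled GTP competition control and 100% = no-compound control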
Target sequence (P01112 whole entry, looked up): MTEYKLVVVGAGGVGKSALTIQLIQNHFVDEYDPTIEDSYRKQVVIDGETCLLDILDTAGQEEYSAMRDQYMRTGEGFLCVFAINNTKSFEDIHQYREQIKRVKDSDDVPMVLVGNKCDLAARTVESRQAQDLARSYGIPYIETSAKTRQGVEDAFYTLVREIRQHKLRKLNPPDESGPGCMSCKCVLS
Rab2 wt GTP = modulators of GTP binding to Rab2A wildtype, primary screen, biochemical, dog, bead-based flow cytometry, multiplex | Ras-related protein Rab-2A (Canis lupus familiaris), P61105 | GTP binding activity, % at 10 µM | 190,000 compounds, 0.19% hits | GST-Rab2 wt beads, Bodipy-GTP binding;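 active means GTP binding activity at least 20 points away from 100%, either lowered or raised; inconclusive means signal likely due to the compound's own green fluorescence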;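 further: 0% = beads with excess unlabeled GTP and 100% = no-compound control corrected for plate trend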
Pf gametocyte = late stage P. falciparum gametocyte viability inhibitors, primary screen, ATP luminescence, HTS. P. falciparum stage V gametocytes, 24 h. inhibition, % at 10.9 µM. 150,000 compounds, 0.065% hits;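 active means inhibition above the mean plus 3 SD of compounds within the control limits, set per campaign, cut at about 38% in these data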;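 further: 0% = DMSO wells and 100% = medium only without gametocytes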
ABCG2 inh = ABCG2 efflux pump inhibitors, primary screen, multiplex with ABCB1, IgMXP3 cells, flow cytometry. 190,000 compounds, 0.1% hits. JC-1 efflux. inhibition, % at 6.6 µM;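 active means inhibition above 80%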;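 further: 0% = DMSO and 100% = nicardipine control wells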
Target sequence (Q9UNQ0 whole entry, looked up): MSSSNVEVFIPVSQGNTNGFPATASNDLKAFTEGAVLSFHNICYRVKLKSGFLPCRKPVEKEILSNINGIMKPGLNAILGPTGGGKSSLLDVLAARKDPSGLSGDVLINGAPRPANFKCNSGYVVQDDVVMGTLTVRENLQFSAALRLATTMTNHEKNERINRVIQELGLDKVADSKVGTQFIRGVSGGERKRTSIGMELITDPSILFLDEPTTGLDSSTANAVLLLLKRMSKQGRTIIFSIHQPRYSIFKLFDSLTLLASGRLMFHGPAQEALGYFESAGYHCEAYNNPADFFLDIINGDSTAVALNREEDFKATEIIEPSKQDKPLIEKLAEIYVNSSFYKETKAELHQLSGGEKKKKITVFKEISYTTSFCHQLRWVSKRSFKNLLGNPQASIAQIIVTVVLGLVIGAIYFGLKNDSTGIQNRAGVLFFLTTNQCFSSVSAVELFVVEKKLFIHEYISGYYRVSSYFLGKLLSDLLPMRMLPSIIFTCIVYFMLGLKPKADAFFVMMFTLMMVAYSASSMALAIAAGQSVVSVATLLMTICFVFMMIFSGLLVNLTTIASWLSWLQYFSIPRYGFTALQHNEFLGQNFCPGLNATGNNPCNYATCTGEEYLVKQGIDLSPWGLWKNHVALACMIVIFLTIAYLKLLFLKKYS
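Assay system – ABCG2 IgMXP3 and barcoded ABCB1 CCRF-Adr cell mix · Input – 3 million cells/mL in well · Reagent – JC-1 fluorescent substrate · Compound – single test compound dose, 6.6 µM final · Timing – 10 min exposure at 25 °C with rotation, no wash · Detection – flow cytometry of retained JC-1 fluorescence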
Cdc42 wt = modulators of GTP binding to wildtype Cdc42, primary screen, biochemical, multiplex bead flow cytometry, Bodipy-GTP. Cell division control protein 42 homolog (Homo sapiens), P60953. GST-Cdc42 beads; actives lie on both sides. percent activity (GTP binding), % at 10 µM. 190,000 compounds, 0.2% hits;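 active means percent activity GTP binding at least 20 points away from the 100% baseline, either down as inhibitor or up as activator; inconclusive means compound flagged as likely green fluorescent from well-wide comparison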;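 further: median bead fluorescence of bound Bodipy-FL-GTP at 100 nM; 0% = excess unlabeled GTP control and 100% = no compound control; below 100% means less GTP binding so inhibitor and above means activator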
Target sequence (P60953 whole entry, looked up): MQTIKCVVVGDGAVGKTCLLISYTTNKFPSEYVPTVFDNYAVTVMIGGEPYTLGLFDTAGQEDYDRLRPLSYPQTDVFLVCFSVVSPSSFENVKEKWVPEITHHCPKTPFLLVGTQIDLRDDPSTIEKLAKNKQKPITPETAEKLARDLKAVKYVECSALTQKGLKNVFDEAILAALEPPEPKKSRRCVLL
Mcl1 Noxa PPI = Mcl-1/Noxa binding inhibitors, primary screen, biochemical, TR-FRET, 1536-well | Induced myeloid leukemia cell differentiation protein Mcl-1 (Homo sapiens), Q07820 | TR-FRET Mcl-1/Noxa peptide binding, 2 h | inhibition, % at 21.7 µM | 220,000 compounds, 1.5% hits | AID 1022, 2008;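 active means compounds that cut the protein-peptide binding signal by more than 50% relative to plate controls in a single-dose test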;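 further: His-tagged Mcl-1 with rhodamine Noxa BH3 peptide and terbium anti-His antibody; 0% = Mcl-1 plus Noxa peptide wells and 100% = peptide-only wells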
Rac1 mut GTP = GTP binding modulators of activated mutant Rac1, primary screen, biochemical, bead-based flow cytometry, multiplex, fluorescent GTP | percent activity (GTP binding), % at 10 µM | 190,000 compounds, 0.11% hits | GST-Rac1 activated beads; actives lie on both sides; 100% means binding = to untreated wells;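 active means GTP binding at least 20 percentage points away from the 100% baseline, in either direction, so actives lie on both sides; inconclusive means Compound likely fluorescent itself, or too few beads counted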
Numbers without * were called inactive; ? = inconclusive; · = not tested or not shown.

#1 O=C1NC2(CCCCC2)C(=O)N1CCN1C(=O)c2ccccc2C1=O
#2 COc1cc2c(cc1NS(=O)(=O)N1CCCCC1)oc1ccccc12
#3 Cc1cc(C(=O)CSc2nnc(-c3cccnc3)n2-c2ccccc2F)c(C)n1CC1CCCO1 (stereo not given)
#4 N#Cc1ccsc1NC(=O)c1cccc([N+](=O)[O-])c1
#5 Cc1ccc(NC(=S)N(CCCN2CCOCC2)Cc2cccnc2)cc1C
#6 O=C(Nc1nc(-c2cccs2)cs1)C1=COCCO1

Screen / compound no.	1	2	3	4	5	6
ABCB1 inh	1.4	0.4	0.8	-0.4	3.1	0.1
Rac1 wt modul	101	99	101	96	100	104
Avidin bead fluor	12	6	5	8	10	11
Rab7 wt GTP bind	97	98	98	96	96	101
HRas wt GTP	97	97	98	91	97	99
Rab2 wt GTP	95	96	97	91	97	99
Pf gametocyte	2	·	·	21	20	4
ABCG2 inh	6	1	2	-2	7	17
Cdc42 wt	94	97	97	96	99	105
Mcl1 Noxa PPI	-1	18	15	54*	-3	9
Rac1 mut GTP	96	96	96	92	99	99

Given with values under each structure: part of the list above
Each structure is followed by: ABCB1 inh	Rac1 wt modul	Avidin bead fluor	Rab7 wt GTP bind	HRas wt GTP	Rab2 wt GTP	Pf gametocyte	ABCG2 inh	Cdc42 wt	Mcl1 Noxa PPI	Rac1 mut GTP
[1] O=C1NC2(CCCCC2)C(=O)N1CCN1C(=O)c2ccccc2C1=O
→ 1.4	101	12	97	97	95	2	6	94	-1	96
[2] COc1cc2c(cc1NS(=O)(=O)N1CCCCC1)oc1ccccc12
→ 0.4	99	6	98	97	96	·	1	97	18	96

Next records follow.
#7 O=C(O)/C=C/c1ccc2ccccc2n1
#8 O=c1cc(CSc2nnc(COc3ccc(Cl)cc3)o2)c2ccccc2[nH]1
#9 Cc1cccc(NC(=O)CN(C)S(=O)(=O)c2cccc3cccnc23)c1
#10 O=C(/C=C/c1ccc(Cl)c([N+](=O)[O-])c1)Nc1ccc(NC(=O)c2ccco2)cc1
#11 COc1ccc(-n2ncc3c(=O)n(CC(=O)N4c5ccccc5CC4C)cnc32)cc1 (stereo not given)
#12 CCN1C(=O)c2cccc3c(S(=O)(=O)N(C(=O)c4ccncc4)c4ccc(OC)cc4)ccc1c23

Screen / compound no.	7	8	9	10	11	12
ABCB1 inh	0.8	-0.1	-2.8	0.1	1.4	3.2
Rac1 wt modul	97	99	99	105	107	104
Avidin bead fluor	23	5	7	7	7	1
Rab7 wt GTP bind	101	99	97	102	101	98
HRas wt GTP	98	98	96	102	102	100
Rab2 wt GTP	97	98	95	100	100	97
Pf gametocyte	·	·	·	-6	·	10
ABCG2 inh	3	0	-2	2	3	-2
Cdc42 wt	95	98	92	105	101	98
Mcl1 Noxa PPI	18	-12	11	47	23	5
Rac1 mut GTP	97	98	96	99	98	98

#13 Cc1ccc(C)c(NC(=O)COC(=O)c2ccc3c(c2)OCO3)c1
#14 CC(Nc1[nH]c(=O)n(C)c(=O)c1N=O)c1ccccc1 (stereo not given)
#15 COCCn1c(SCC(=O)Nc2ccc3c(c2)OCCO3)nc2c(c1=O)SC(C)C2 (stereo not given)
#16 NC(=S)N/N=C/c1ccc(-c2cccc([N+](=O)[O-])c2)o1
#17 CCC(CC)C(=O)N(CCc1ccc(OC)cc1)Cc1nc2ccccc2c(=O)[nH]1
#18 O=C1Nc2c(c(=O)[nH]c(=O)n2-c2ccccc2)C(C(F)(F)F)(C(F)(F)F)N1

Screen / compound no.	13	14	15	16	17	18
ABCB1 inh	0.1	-0.3	0.2	-0.2	1.9	0.1
Rac1 wt modul	102	96	101	103	95	102
Avidin bead fluor	10	7	19	16	11	10
Rab7 wt GTP bind	103	93	101	103	97	102
HRas wt GTP	101	94	98	100	98	102
Rab2 wt GTP	98	93	98	103	97	102
Pf gametocyte	·	·	·	·	·	·
ABCG2 inh	4	-1	8	0	7	-1
Cdc42 wt	96	95	97	101	95	104
Mcl1 Noxa PPI	0	1	5	18	9	-11
Rac1 mut GTP	97	94	95	99	94	99

#19 CC(C)OC(=O)CSc1nc(-c2ccc(F)cc2)nc2ccc(F)cc12
#20 Clc1ccc2nc(N3CCN(c4ccccc4)CC3)sc2c1
#21 COc1ccccc1C1/C(=C(/O)c2ccccc2)C(=O)C(=O)N1CCO (stereo not given)
#22 COc1cc(C2C3=C(CC(C)(C)CC3=O)N(C)C(=O)N2C)cc(OC)c1OC (stereo not given)
#23 O=C(Nc1ccc(Br)cc1Cl)c1cnccn1
#24 CC(NC(=O)c1ccccc1NC(=O)c1ccccc1)C(=O)N1CCOCC1 (stereo not given)

Screen / compound no.	19	20	21	22	23	24
ABCB1 inh	0.1	2.5	0.2	0.5	0.4	-0.1
Rac1 wt modul	?	103	?	101	101	103
Avidin bead fluor	14	4	37	6	9	5
Rab7 wt GTP bind	?	99	?	100	101	102
HRas wt GTP	?	99	?	99	100	103
Rab2 wt GTP	?	101	?	98	100	102
Pf gametocyte	6	·	·	·	·	·
ABCG2 inh	0	-5	0	2	6	-1
Cdc42 wt	?	100	?	99	102	101
Mcl1 Noxa PPI	6	1	18	-4	1	-12
Rac1 mut GTP	?	100	?	98	99	100

3 structures already listed, ordered by formula weight, rising.
#20 Clc1ccc2nc(N3CCN(c4ccccc4)CC3)sc2c1
#24 CC(NC(=O)c1ccccc1NC(=O)c1ccccc1)C(=O)N1CCOCC1 (stereo not given)
#22 COc1cc(C2C3=C(CC(C)(C)CC3=O)N(C)C(=O)N2C)cc(OC)c1OC (stereo not given)

Screen / compound no.	20	24	22
ABCB1 inh	2.5	-0.1	0.5
Rac1 wt modul	103	103	101
Avidin bead fluor	4	5	6
Rab7 wt GTP bind	99	102	100
HRas wt GTP	99	103	99
Rab2 wt GTP	101	102	98
Pf gametocyte	·	·	·
ABCG2 inh	-5	-1	2
Cdc42 wt	100	101	99
Mcl1 Noxa PPI	1	-12	-4
Rac1 mut GTP	100	100	98

(further entries)
#25 OCC1(CCOc2ccccc2)CCN(Cc2nc3ccc(F)cc3[nH]2)CC1
#26 CSc1ccccc1NC(=O)CN(C)CC(=O)Nc1ccc(N2CCOCC2)cc1
#27 CN1CCN(C(=O)c2ccccc2N(Cc2ccccc2)S(C)(=O)=O)CC1
#28 C=CCOc1c(Br)cc(CNn2nnnc2N)cc1OCC
#29 Cc1cc2ncc(S(C)(=O)=O)c(N)n2n1
#30 Cc1cc(C)c(S(=O)(=O)N2CCN=C2c2ccccc2)c(C)c1

Screen / compound no.	25	26	27	28	29	30
ABCB1 inh	0.4	0.8	-2.1	0.0	0.0	2.7
Rac1 wt modul	101	104	96	99	96	102
Avidin bead fluor	11	9	13	11	22	2
Rab7 wt GTP bind	94	95	95	96	98	99
HRas wt GTP	98	96	99	96	98	101
Rab2 wt GTP	98	98	97	97	97	101
Pf gametocyte	13	9	-13	-38	-11	-13
ABCG2 inh	0	11	-1	19	-1	4
Cdc42 wt	98	101	99	97	99	98
Mcl1 Noxa PPI	8	3	4	11	11	-2
Rac1 mut GTP	100	96	97	97	96	99

#31 Fc1ccc(N2CCN(c3ccc4c(C(F)(F)F)cc(C(F)(F)F)nc4n3)CC2)cc1
#32 O=C(CC1SC(=Nc2ccccc2)N(Cc2ccccn2)C1=O)Nc1cccc(Cl)c1 (stereo not given)
#33 CCN(CC)CCNC(=O)c1ccc2c(=O)n(CCc3ccccc3)c(=O)[nH]c2c1
#34 COc1ccc(CCn2ccc(O)c(Cc3ccc(Cl)cc3)c2=O)cc1OC
#35 CCCCNC(=O)c1sc(=S)n(-c2ccccc2OC)c1N
#36 COc1ccc(C2CCCN2C(=O)Nc2cccc(C(C)=O)c2)cc1OC (stereo not given)

Screen / compound no.	31	32	33	34	35	36
ABCB1 inh	0.7	0.2	0.0	0.4	0.1	0.8
Rac1 wt modul	104	101	103	95	98	104
Avidin bead fluor	92*	16	35	10	6	11
Rab7 wt GTP bind	99	95	100	93	94	99
HRas wt GTP	100	98	103	95	96	101
Rab2 wt GTP	98	97	100	94	97	101
Pf gametocyte	-8	-8	15	·	-15	·
ABCG2 inh	9	24	1	9	1	10
Cdc42 wt	100	98	104	94	100	102
Mcl1 Noxa PPI	3	0	16	-7	4	12
Rac1 mut GTP	100	98	101	97	97	99

#37 Nc1ccc(OCC(O)C[n+]2ccc(CCS(=O)(=O)[O-])cc2)cc1 (stereo not given)
#38 NC(=O)COc1ncn(-c2ccccc2)n1
#39 CC(/C=N\NC(=O)Cn1c(C)nc2ccccc21)=C\c1ccccc1
#40 C#CCOCCOCCOCCNc1nc(N2CCOCC2)nc(N2CCN(C(=O)[C@H](C)n3cc(CCCN=C(N)N)nn3)CC2)n1
#41 COCCn1c(SCC(=O)Nc2ccc(Cl)cn2)nc2ccccc21
#42 O=C(Cc1ccc(Cl)cc1)NCC(=O)N1CCCC1

Screen / compound no.	37	38	39	40	41	42
ABCB1 inh	0.1	0.2	1.2	0.2	19	1.1
Rac1 wt modul	102	105	97	102	99	99
Avidin bead fluor	13	9	8	10	8	12
Rab7 wt GTP bind	108	100	97	93	97	99
HRas wt GTP	103	101	99	98	96	101
Rab2 wt GTP	103	100	99	97	100	99
Pf gametocyte	·	·	·	-19	·	·
ABCG2 inh	1	1	12	6	44	5
Cdc42 wt	102	100	99	101	98	103
Mcl1 Noxa PPI	20	5	8	6	4	-3
Rac1 mut GTP	96	98	96	99	96	99

Screening data from PubChem.
